Source: PubChem BioAssay
TSG101-PTAP inh – blocks PTAP/TSG101 interaction to inhibit HIV-1 budding; Fluorescence polarization, FITC-PTAP peptide / Tsg101 binding; Potency, µM (doses to about 115 µM), without a hit: at the top dose activity change, negative = inhibition, hits mostly inhibitors; AID 493005; 340,000 tested, under 10 active; active = well fitted inhibition curve with a large enough effect in the main read-out, with a control signal flat, not every such curve was filed as active; inconclusive = small, poorly fitted or top-dose-only effect, or effect the other way, or a change in a side signal; inactive = no such curve, though single readings can be large or run the other way; also: potency is read from the fitted curve at half-maximal effect; % of control where 0% means no effect
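FP read-out: FITC-PTAP peptide, 50 nM final, binding Tsg101 binding domain, 10 uM final; 20 min, r.t.; 10 mM HEPES pH 7.5, 0.15 M NaCl, 0.01% Tween 20, 3 mM EDTA, 0.1 mM TCEP.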
A-T KAP1 phos – candidate therapy for ataxia-telangiectasia; actives 0.19% (n = 320,000); Potency, µM (titrated, usually from 57.5 µM), for the others: top-dose activation, most hits filed as activators; […] A-T fibroblasts, KAP-1 phosphorylation AlphaLISA; neocarzinostatin DNA damage 30 min before lysis; AID 485349; also: potency is read from the fitted curve at half-maximal effect; % of control where 0% means no effect; nearly all actives have a fitted effect of over 45% in size
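hTERT-immortalized A-T patient fibroblasts ([…]), 500 cells/well in OPTI-MEM, 1% FBS, got compounds for 60 min, then NCS for 30 min at 37C. Lysates were then assayed for phospho-KAP-1 by AlphaLISA (anti-pKAP1 donor, anti-KAP1 acceptor beads), 6 hr at 25C.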
TSHR antag – blocks TSH signaling through the human TSH receptor. TSHR-expressing cells, TSH-stimulated cAMP HTRF, 2 h; hits give low values. activity change, negative = inhibition, % at 11.5 µM. actives 0.2% (n = 330,000);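 active = activity change below a set negative limit, meaning inhibition stronger than a set level, cut at about -70% in these data; inconclusive = activity change between two set negative limits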; also: % is scaled to controls: 0 for no effect and ±100 for the full control effect
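Antagonism was scored as loss of TSH-driven cAMP in TSHR cells, stimulated with 4nM TSH (EC80) for 2 hours at 37 deg C and detected by homogeneous HTRF competition immunoassay.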
TCR act – activates T cell receptor signaling; primary human leukocytes, anti-CD3, IL-2 HTRF, 48 h; Potency, µM (titrated, usually from 9.22 µM), without a hit: top-dose activation of IL-2 secretion, hits mostly activators; 330,000 tested, under 10 active; AID 504894; also: % of control where 0% means no effect
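IL-2 produced over 48 hr by a-CD3 bead-stimulated primary human leukocytes exposed to compounds was detected with a homogeneous time-resolved FRET immunoassay, 665nm acceptor signal after 320nm excitation.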
MLL CXXC-DNA inh – MLL CXXC-DNA interaction inhibition | Potency, µM (doses to about 115 µM), for inactives: top-dose activity change, negative = inhibition, hits mostly inhibitors | Q03164 | actives 0.037% (n = 290,000) | MLL-CXXC / FITC-HOXA9 DNA fluorescence polarization; active = well fitted inhibition curve with a large enough effect in the polarisation, with a control signal flat, not every such curve was filed as active; inconclusive = small, poorly fitted or top-dose-only effect, or effect the other way, or a change in a side signal; inactive = no such curve, though single readings can be large or run the other way; the % refers to the polarisation; also: potency is read from the fitted curve at half-maximal effect
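Purified MLL-CXXC (added from a 7 uM solution) was preincubated 5 min at ambient with pinned compounds in 50 mM Tris-HCl pH 7.5, 50 mM NaCl, 1 mM DTT, 0.05% BSA. Fluorescein-labeled HOX-A9 DNA (50 nM solution) followed, 30 min, then polarization read.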
Integrin act MD – activators of alpha7 integrin expression for muscular dystrophy. alpha7betagal myoblasts, beta-gal FDG fluorescence, 48 h. Potency, µM (doses to about 38.3 µM), inactives show at the highest dose activation, usual class: activators. actives 0.064% (n = 350,000). AID 624291;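 also: potency is read from the fitted curve at half-maximal effect; 100% = response of the positive control SU9516; nearly all actives have a fitted effect of over 60% in size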
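alpha7betagal+/- myoblasts (passage 13, 250/well) treated 48 h at 37C with compounds at 1:260 dilution of DMSO stock. Lysed, then beta-galactosidase activity read as FDG fluorescence (ex 480/em 540) after 30 min, with pre-read for autofluorescence.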
Menin MLL FP TR – inhibitors of human menin-MLL interaction, mutant MLL peptide | O00255 | Menin + Texas Red MLL mutant peptide, fluorescence polarization | Potency, µM (doses to about 61.6 µM), for the others: at the highest dose FP activity change, negative = inhibition, hits mostly inhibitors | actives 0.23% (n = 270,000); active = well fitted inhibition curve with a large enough effect in the polarisation, with a control signal flat, not every such curve was filed as active; inconclusive = small, poorly fitted or top-dose-only effect, or effect the other way, or a change in a side signal; inactive = no such curve, though single readings can be large or run the other way; the % refers to the polarisation; also: potency is read from the fitted curve at half-maximal effect; % of control where 0% means no effect; many of its hits are not listed in these tables
Target sequence (O00255 whole entry, looked up): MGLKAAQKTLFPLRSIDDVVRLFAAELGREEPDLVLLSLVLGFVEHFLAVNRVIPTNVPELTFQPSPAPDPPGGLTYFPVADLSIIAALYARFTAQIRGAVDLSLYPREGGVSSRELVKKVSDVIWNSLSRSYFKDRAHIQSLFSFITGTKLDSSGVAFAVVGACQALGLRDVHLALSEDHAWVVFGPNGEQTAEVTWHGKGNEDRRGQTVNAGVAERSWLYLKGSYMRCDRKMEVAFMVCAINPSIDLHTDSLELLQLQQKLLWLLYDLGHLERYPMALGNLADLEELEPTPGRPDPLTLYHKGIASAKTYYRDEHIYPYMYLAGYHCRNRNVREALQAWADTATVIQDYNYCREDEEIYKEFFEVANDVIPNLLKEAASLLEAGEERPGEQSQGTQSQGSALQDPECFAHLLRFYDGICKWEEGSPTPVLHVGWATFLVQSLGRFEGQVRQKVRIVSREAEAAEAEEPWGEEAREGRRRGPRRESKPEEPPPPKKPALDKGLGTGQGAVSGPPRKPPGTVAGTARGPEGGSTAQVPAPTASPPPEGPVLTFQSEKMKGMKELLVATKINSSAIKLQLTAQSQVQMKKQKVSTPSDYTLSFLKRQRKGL
Mito fusion yeast – blocks mitochondrial division or promotes mitochondrial fusion | actives 0.23% (n = 320,000) | Potency, µM (series often up to 46.1 µM), for inactives: at the top dose growth rescue (activation), hits mostly activators | AID 485298 | S. cerevisiae fusion-defective mutant growth rescue, CellTiterGlo 48 h;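 also: potency is read from the fitted curve at half-maximal effect; % of control where 0% means no effect; nearly all actives have a fitted effect of over 45% in size; temperature-sensitive fusion mutants such as fzo1-1 at 37 °C on non-fermentable ethanol glycerol medium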
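S. cerevisiae fusion-defective temperature-sensitive mutants (e.g. fzo1-1, mgm1-5) grown 48 h at 37C in YPEG (ethanol/glycerol non-fermentable) medium with 23 nl compound per well; growth rescue read as CellTiterGlo luminescence.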
MBNL1 CUG block – inhibitors of human MBNL1 binding to CUG repeat RNA; TR-FRET MBNL1-His/biotin-(CUG)12 binding, 665/545 ratio; Potency, µM (doses to about 57.5 µM), inactives show top-dose activity change, negative = inhibition, actives largely listed as inhibitors; actives 0.036% (n = 280,000); AID 2675; active = well fitted inhibition curve with a large enough effect in the signal ratio, with a control signal flat, not every such curve was filed as active; inconclusive = small, poorly fitted or top-dose-only effect, or effect the other way, or a change in a side signal; inactive = no such curve, though single readings can be large or run the other way; the % refers to the signal ratio; also: potency is read from the fitted curve at half-maximal effect; % is scaled to controls: 0 for no effect and ±100 for the full control effect
Target sequence (Q9NR56 whole entry, looked up): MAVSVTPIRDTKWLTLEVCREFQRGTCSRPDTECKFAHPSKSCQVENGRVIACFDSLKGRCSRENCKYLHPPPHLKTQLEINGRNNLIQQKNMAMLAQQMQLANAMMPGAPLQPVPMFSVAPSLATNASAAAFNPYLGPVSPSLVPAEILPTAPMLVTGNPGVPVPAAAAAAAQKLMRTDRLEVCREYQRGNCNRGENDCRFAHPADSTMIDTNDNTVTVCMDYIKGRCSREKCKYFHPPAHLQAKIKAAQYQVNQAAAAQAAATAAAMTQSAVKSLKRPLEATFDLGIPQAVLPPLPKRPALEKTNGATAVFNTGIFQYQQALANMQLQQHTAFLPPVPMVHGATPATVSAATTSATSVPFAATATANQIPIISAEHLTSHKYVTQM
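Compounds (final 92 nM to 58 uM) are added to His-tagged MBNL1 and biotin-(CUG)12, then terbium anti-His antibody and streptavidin-XL665 (5 nM final). After 60 min at room temperature, the 665/545 nm ratio is read.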
S-ASM inh – human S-ASM enzyme inhibition; P17405; placental ASM, HMU-PC fluorogenic substrate, 60 min; Potency, µM (top dose mostly 57.5 µM), without a hit: top-dose activity change, negative = inhibition, most hits filed as inhibitors; actives 0.006% (n = 340,000); AID 504937; also: potency is read from the fitted curve at half-maximal effect
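Human placenta-derived ASM enzyme was preincubated with compound for 10 minutes at room temperature, then given fluorogenic substrate HMU-PC0 (9 uM final) for 60 minutes at 37 °C; a pH 10 stop preceded fluorescence reading at Ex 386/Em 447 nm.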
* = called active by the depositor; i = inactive; ? = inconclusive; / = no result given; & = joins results of further samples; [ ] = another dose, or the depositor's remark. Unless noted, calls follow the shape of the dose curve; as a rule, active = well fitted curve in the direction sought with a large enough effect; inconclusive = small, poorly fitted or top-dose-only effect, or another doubt; inactive = no such curve, though single readings can be large; an effect the other way counts as inactive or inconclusive. The list is partial; rates above refer to the full screens.

Molecule,TSG101-PTAP inh,A-T KAP1 phos,TSHR antag,TCR act,MLL CXXC-DNA inh,Integrin act MD,Menin MLL FP TR,Mito fusion yeast,MBNL1 CUG block,S-ASM inh
CC1(C(=O)NCCc2c[nH]c3ccccc23)C=CCN1C(=O)c1ccccc1 (centres undefined),1%,-6%,2,-1%,5%,?,-11%&-1%,2%,?,4%
Cc1cccc(OCCCC(=O)Nc2ccccc2C(F)(F)F)c1,-2%,3%,0,-23%,-1%,9%,-10%,5%,5%,4%
O=C(CSc1nnc(-c2ccc(Cl)cc2Cl)n1C1CCCCC1)NC1CCS(=O)(=O)C1 (centres undefined),-6%,-1%,1,/,-4%,-10%,-10%,-3%,-10%,0%
O=C(/C=C/c1cccc(Br)c1)NCC1CCCCC1,1%,0%,-32,-2%[46.1 µM],7%,1%,6%,0%,0%,-2%
Nc1cccc(C2=Nc3cccc4cccc(c34)N2)c1,-7%,-1%,8,2%,9%,2%,?,-7%,/,3%
O=C(O)C1OCC2(CO1)COC(C(=O)O)OC2 (centres undefined),-1%,/,/,7%,/,9%,/,/,/,-3%
Cc1ccc(OCCCC(=O)Nc2ccc(S(=O)(=O)Nc3cc(C)on3)cc2)cc1,-6%,7%,-3,-1%,-7%,-11%,?,4%,-12%,-21%
COC(=O)c1ccc(Cl)c(NC(=O)CSc2nnc(-c3ccncc3)o2)c1,1%,7%,2,-2%,6%,2%,11%,1%,-6%,0%
COc1ccc(CSc2nc(CSC)cc(N3CCOCC3)n2)cc1,1%,-1%,11,9%,12%,0%,-6%,-10%,4%,-1%
COCCNS(=O)(=O)c1cccc2cccnc12,-7%,-2%,-9,3%,1%,4%,3%[11.7 µM],1%,7%,0%
COc1ccc(S(=O)(=O)NCCc2cn3nc(C)c(C)nc3n2)cc1F,-3%,-2%,-88*,-16%,2%,6%,-14%,1%,?,i
Cc1cc(-c2nc(C)c(C(=O)NN)s2)no1,1%,1%,12,-4%,0%,-11%,/,-4%,/,5%
COc1ccc(C(C(=O)NCC2CCCO2)N(C(=O)Cn2nnc3ccccc32)c2ccccc2C(C)=O)cc1OC (centres undefined),0%,1%,-4,-3%,0%,6%,?,-3%,-1%,-3%
COc1ccc(CC(=O)Nc2c3c(nn2-c2cccc(C)c2C)CS(=O)C3)cc1OC (centres undefined),-3%,-11%,-6,8%,-3%,22%,-3%,-6%,7%,4%
COc1cc(CNCc2cccs2)ccc1OCc1ccccc1,0%,4%,-6,/,14%,-12%,-8%,0%,5%,-3%
COc1cc([N+](=O)[O-])ccc1NC(=O)CCCOc1cccc(C)c1,1%,0%,-1,5%,4%,23%,27%,-1%,?,-10%
Cc1cc(C)c(O)c(N)c1,/,1%,-1,/,17%,/,7%,-2%,19%,/
O=C(/C=C/N1CCOCC1)c1cc2ccccc2o1,0%,1%,2,-2%,-11%,16%,0%,-5%,10%,4%
O=C(Nc1ccc2nc(-c3ccccc3)[nH]c2c1)c1ccco1,1%,-7%,2,-2%,3%,-4%,-1%,-3%,-3%,-5%
Cc1ccc(OCCNC(=O)c2ccccc2OCc2c(C)noc2C)cc1,-4%,2%,-4,/,/,-7%,/,8%,/,-5%
CC(C)C(=O)NC(NC(=S)Nc1cccc2cccnc12)C(Cl)(Cl)Cl (centres undefined),-5%,3%,-18,-3%,14%,2%,?,-8%,2%,-5%
CO/N=C/C(C#N)=C/c1cc(C(=O)c2ccccc2)cn1C,1%,0%,-8,2%,14%,8%,16%,6%,-1%,3%
CCc1cccc2c(C(=O)C(F)(F)F)cn(CC(=O)N3CCOCC3)c12,0%,2%,-2,-1%,-4%,7%,2%,6%,5%,2%
CCN1CCN(CC(=O)N2N=C(c3cccs3)CC2c2ccc(F)cc2)C(=O)C1=O (centres undefined),1%,4%,-6,/,-2%,4%,-12%,6%,17%,-1%
O=C(O)c1ccc(Cn2cnc3sc4c(c3c2=O)CCCC4)cc1,-4%,1%,-8,10%,-1%,2%,1%,6%,-9%,-1%
COc1ccc(/C=C2/C(=O)N(Cc3ccccc3)N=C2C)cc1,-1%,0%,6,5%[46.1 µM],17%,8%,-10%,-4%,11%,-3%
COc1ccc(C2/C(=C(/O)c3ccc4c(c3)CC(C)O4)C(=O)C(=O)N2CCN2CCOCC2)cc1OC (centres undefined),-4%,7%,0,4%,9%,19%,-18%,3%,14%,-2%
COc1cc(/C=N/N=C(N)N)ccc1OCc1ccc(Cl)cc1,-8%,2%,-8,-2%,-1%,-63%[inhibitor],-2%,-2%,1%,-28%
Cc1ccc([N+](=O)[O-])c(OCCN2C(=O)NC(C)(C)C2=O)c1,-7%,0%,28,-5%,13%,0%,-25%,-2%,5%,-1%
CC(C)COc1ccc(C(=O)NNC(=O)CCC(=O)c2cccs2)cc1,6%,2%,/,/,/,9%,/,/,/,-1%
COc1cc(OC)cc(C(=O)NNC(=O)c2ccc3c(c2)OCCO3)c1,-4%,-2%,24,4%,/,5%,/,/,/,2%
Clc1ccc(Sc2cc(N3CCOCC3)nc(-c3ccccc3)n2)cc1,0%,-2%,7,-5%,5%,14%,1%,0%,0%,-8%
COc1ccc(CC2(C)OC(c3ccc(C)c([N+](=O)[O-])c3)=NN2C(C)=O)cc1 (centres undefined),0%,10%,4,8%,-12%,-19%,/,0%,/,-3%
COc1ccccc1N(C)S(=O)(=O)c1ccc(C(=O)OCC(=O)N2CCCCCC2)cc1,-2%,28%,-10,-5%,-3%,6%,-1%,-2%,-4%,3%
O=C(CN1C(=O)NC2(CCCCC2)C1=O)Nc1cc(C(F)(F)F)ccc1N1CCCC1,2%,-2%,3,0%,/,17%,/,0%,/,-4%
Cc1ccccc1OCC(=O)NNC(=O)c1ccc(-n2cncn2)c([N+](=O)[O-])c1,1%,-11%,-10,1%,/,6%,/,3%,/,0%
COc1ccc(/C=C/c2nc(C)c(-c3ccccc3)c(=O)[nH]2)cc1OC,2%,-2%,-4,-4%[46.1 µM],9%,12%,-9%,0%,11%,27%
CCN=c1scc(-c2ccccc2)n1/N=C/c1ccccn1,2%,-5%,-45,8%[46.1 µM],8%,-9%,10%,11%,/,36%
CCOC(=O)c1c(NC(=O)CSc2nnc3c(Cl)cc(Cl)cn23)sc2c1CCC2,-3%,-1%,13,2%[46.1 µM],-4%,-41%,?,23%,47%[activator],/
Cc1ccc(-n2nnnc2SCn2nnc3ccccc3c2=O)c(C)c1,-6%,/,/,5%,-3%,0%,9%,8%,4%,-1%
O=C(OCc1ccccc1C(F)(F)F)c1ccc(Br)c(S(=O)(=O)N2CCOCC2)c1,-4%,/,/,2%,/,-21%,/,/,/,-1%
CN1CCc2c(sc3nc(SCC(=O)N4CCOCC4)nc(N)c23)C1,-1%,-3%,2,-15%,10%,2%,12%,4%,10%,61%[activator]
N#C/C(C(=O)N1CCOCC1)=c1\s/c(=C/c2ccncc2)c(=O)n1-c1ccccc1,/,24%,-2,/,0%,/,-5%,-3%,-3%,/
COc1ccc(-c2noc(C3CCCN(C(=O)c4c(F)cccc4F)C3)n2)cc1OC (centres undefined),-4%,-4%,-14,7%,-2%,4%,-12%,-5%,-3%,0%
C=CCC(O)(CCN1CCCCC1)c1ccccc1 (centres undefined),-2%,12%,16,6%,2%,3%,3%,2%,3%,3%
CCCCN(C(=O)CSc1nnc(-c2ccc(OC)cc2)n1CC)c1c(N)n(Cc2ccccc2)c(=O)[nH]c1=O,-1%,4%,-1,3%&-1%,3%,-20%,2%,0%,/,1%
COc1ccc(NC(=O)c2nc[nH]c2C(=O)N[C@H](C)c2ccccc2)cc1,-5%,-9%,11,9%,-8%,0%,/,?,-5%,-18%
CSc1ccc(C2=CC(=O)C[C@H](c3ccc4c(c3)OCO4)C2)cc1,-5%,8%,1,1%,/,24%,/,5%,/,91%[activator]
O=C1C(=O)N(CC2CCCO2)C(c2ccco2)/C1=C(/O)c1ccc(F)cc1 (centres undefined),0%,2%,-8,-1%,14%,-11%,-2%,1%,10%,-1%
